Source: PubChem (National Center for Advancing Translational Sciences (NCATS))
KAT2A inh: inhibitors of human GCN5L2 histone acetyltransferase. Q92830. GCN5L2 HAT assay, ThioGlo1 CoA-SH fluorescence. Potency, µM (top dose mostly 58.9 µM), without a hit: top-dose activity change, negative = inhibition, usual class: inhibitors. actives 0.21% (n = 390,000). AID 504327
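ThioGlo1-coupled HAT assay: 20nM GCN5L2, 70uM acetyl-CoA, 75uM H3(1-25) peptide, pH 7.5. Fluorescence read at 340/540nm at start and after 20 min at room temperature.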
FEN1 inhibitor: human FEN1 inhibition. Potency, µM (series often up to 114 µM), inactives show at the top dose activity change, negative = inhibition, actives largely listed as inhibitors. P39748. Recombinant FEN1 flap cleavage, fluorescence, 15 min. actives 0.35% (n = 390,000). AID 588795; further: nearly all actives have a fitted effect of over 65% in size
Target sequence (P39748 whole entry, looked up): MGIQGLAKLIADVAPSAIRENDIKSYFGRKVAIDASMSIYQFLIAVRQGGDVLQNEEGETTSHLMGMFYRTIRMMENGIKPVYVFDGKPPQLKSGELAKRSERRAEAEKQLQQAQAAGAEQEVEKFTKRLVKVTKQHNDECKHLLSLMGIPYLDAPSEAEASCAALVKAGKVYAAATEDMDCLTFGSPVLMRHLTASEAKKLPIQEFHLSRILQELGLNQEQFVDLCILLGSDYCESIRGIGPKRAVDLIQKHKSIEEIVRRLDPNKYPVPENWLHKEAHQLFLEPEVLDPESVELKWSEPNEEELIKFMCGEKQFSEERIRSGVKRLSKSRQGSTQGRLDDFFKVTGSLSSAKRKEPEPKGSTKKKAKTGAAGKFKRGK
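Read-out was taken twice, immediately and after 15 min, following addition of 50 nM substrate to 10 nM FEN1 that had sat with test compound for 15 min at room temperature. Curves came from a four-parameter Hill model.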
N370S GC: inhibitors or activators of N370S glucocerebrosidase for Gaucher disease; actives 0.092% (n = 330,000); N370S GC spleen homogenate, 4MU-glucoside fluorescence; Potency, µM (doses to about 59.4 µM), for the others: at the highest dose activity change, negative = inhibition, hits mostly inhibitors; AID 2101;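 further: 0% = full enzyme activity and -100% = no enzyme basal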
* marks the source's active call; other numbers are inactive results; ? = inconclusive; nt = not tested or not shown; & = joins results of further samples; [ ] = dose if it differs, or a comment. The call rests on the fitted dose curve; in most records, active means well fitted curve in the direction sought with a large enough effect; inconclusive means small, poorly fitted or top-dose-only effect, or another doubt; inactive means no such curve, though single readings can be large; an effect the other way counts as inactive or inconclusive. Unless noted, on the % scale 0 is the no-effect control and ±100 the full control effect; potency means the concentration at half of the fitted maximal effect. This is a subset. The share of hits here may be higher or lower than overall.

canonical_smiles | KAT2A inh | FEN1 inhibitor | N370S GC
CCC(C(=O)Nc1ccccc1OC)n1c(C(=O)OC)cc2ccsc21 (stereo not given) | 2% | -14% | 11%
O=C(COC(=O)Cc1ccc(F)cc1)Nc1ccc2[nH]c(=O)[nH]c2c1 | ? | -22% | -4%
CC(=O)Nc1ccc(-c2csc(Nc3ccccn3)n2)cc1 | 2% | -12% | -11%
Cc1cccc(Cn2c(=O)n(CCCC(=O)NCc3ccco3)c(=O)c3ccccc32)c1 | -1% | 0% | 2%
Nc1nc(SCC(=O)N2CCc3ccccc32)[nH]c(=O)c1-c1ccccc1 | -2% | -7% | -17%
CSc1cccc(NC(=O)C2CCCN(C(=O)c3cnn(-c4ccc(F)cc4)c3-n3cccc3)C2)c1 (stereo not given) | -2% | -17% | nt
COc1cccc(C2(O)CCN(C(=O)C3CCC3)CC2)c1 | -8% | -8% | 7%
CC(=O)N1CC=CC1(C)C(=O)O (stereo not given) | -1% | -11% | 8%&8%
COc1ccccc1NC(=O)c1ccc(NC(=O)CSc2n[nH]c(N)n2)cc1 | -5% | -8% | -15%
Cc1ccc(C(=O)NCC(=O)OCC(=O)NC2CCCCCCC2)cc1 | 2% | -7% | -6%
O=C(Nc1cccnc1Cl)c1cccc(F)c1 | -8% | nt | -1%
Cc1cc(C)n(CCC(=O)Nc2cccc(F)c2)n1 | 0% | -10% | 4%
Cc1cccc(OCC(=O)NCCN2CCOCC2)c1 | nt | 5% | 10%
COc1ccc(C2C(C#N)=C(N)Oc3cc(O)ccc32)cc1OC (stereo not given) | 0% | 8% | 5%
CCC(c1nnc(SCC(=O)Nc2cccc(S(N)(=O)=O)c2)n1-c1ccc(OC)cc1)N(C)C (stereo not given) | 2% | -4% | 8%

More results follow:
canonical_smiles | KAT2A inh | FEN1 inhibitor | N370S GC
Cc1ccc(CN(Cc2ccco2)C(=O)c2ccco2)cc1 | -7% | -20% | 9%
CCCc1nc2ccccc2c(C(=O)N(CC)CC(=O)NCc2cccs2)c1CC | -24% | 12% | -5%
CCCCc1n[nH]c(=S)n1Cc1ccc(C)cc1 | -4% | -3% | 7%
CC1=NN(c2ccc(C(F)(F)F)cn2)C(=O)C1 | -2% | 10% | 1%
C=CCNC(=O)c1cc2cccc(OC)c2oc1=O | -6% | 3% | 1%
COc1cc(C2C(C(=O)OCC(C)C)=C(C)N=C3SCCC(=O)N32)ccc1OCc1ccccc1 (stereo not given) | -4% | -28% | nt
COc1ccc(-c2cccc(-c3nc4ccc(Cl)cn4c3NC3CCCCC3)c2)cc1 | -9% | -2% | nt
Cc1cccc(OCc2ccc(-c3nc(C#N)c(NCCN(C)C)o3)o2)c1 | -4% | -2% | nt
CC1CC(C)CN(C(=O)c2cc(S(=O)(=O)N3CCCCC3)ccc2Cl)C1 (stereo not given) | -24% | 6% | -2%
CC(C)CNC(=O)CC(c1ccccc1)c1ccccc1 | 0% | 7% | 10%
COc1ccc(NC(=O)COc2nsnc2N2CCCCC2)cc1 | 5% | 0% | 3%
COc1cc(C(=O)OCC(=O)NC2CCS(=O)(=O)C2)ccc1OCc1c(C)noc1C (stereo not given) | -3% | 9% | 8%
Cc1cnc(NC(=O)C(C)N2CCN(C)CC2)s1 (stereo not given) | 0% | 10% | -1%
NC(=O)c1ccc(N2CCOCC2)nc1 | ? | -15% | 10%
COc1ccccc1N1CCN(C(=O)CNC(=O)Cn2cnc3sc(C)c(C)c3c2=O)CC1 | -4% | 1% | -11%

Continued:
canonical_smiles | KAT2A inh | FEN1 inhibitor | N370S GC
COc1cccc(Oc2c(C)oc3c(CN4CCCC4)c(O)ccc3c2=O)c1 | -18% | 13% | 25%
CCOC(=O)c1nc2sc(C)c(C)c2c(=O)[nH]1 | -15% | -14% | 14%
O=C(CSc1ccc(-c2ccco2)nn1)NCc1ccccc1 | 13% | -7% | -9%
O=C1CN(C(=O)COC(=O)c2cccc(S(=O)(=O)NCc3ccccc3)c2)c2ccccc2N1 | -6% | 8% | nt
CCOC(=O)C1(Cc2ccc(OC)cc2)CCN(C(=O)c2cc(C)on2)CC1 | -12% | 3% | -13%
Cc1ccc(C)c(CN2C(=O)C3(c4ccccc42)N(c2ccc(Cl)cc2)C(=O)CS3(=O)=O)c1 (stereo not given) | -15% | -10% | nt
CC(SC1=Nc2ccccc2C2CC=NN12)C(=O)NC1(C#N)CCCCC1 (stereo not given) | -2% | 3% | ?
Cc1ccc(NC(=O)C2CC2)cc1S(=O)(=O)N1CCOCC1 | -5% | ? | nt
CCOc1ccc(C2=[N+]([O-])C(C)(C)N(O)C2(C)C)cc1 | -7% | -4% | -4%
CC(C)CC1(C)NC(=O)N(Cc2cc([N+](=O)[O-])cc3c2OCOC3)C1=O (stereo not given) | -7% | -12% | 12%
CC1CCCCN1S(=O)(=O)c1ccc(C(=O)Nc2nnc(-c3ccccn3)o2)cc1 (stereo not given) | -6% | 11% | 4%
O=C(Nc1ccc(O)c(-c2nc3ccccc3o2)c1)C1(c2ccccc2)CCCC1 | ? | -3% | 14%
CC(Sc1ncc(C#N)c(N)n1)C(=O)Nc1ccccc1 (stereo not given) | -6% | -2% | -4%
COc1ccccc1N1CCN(C(=O)COc2ccccc2C#N)CC1 | -5% | 18% | nt
Cc1cc(=O)[nH]c(SCC(=O)c2ccc(C)c(C)c2)n1 | -11% | -5% | 8%

(next part)
canonical_smiles | KAT2A inh | FEN1 inhibitor | N370S GC
Cc1ccc(OCC(=O)N2N=C(c3ccncc3)CC2(O)C(F)(F)F)cc1C (stereo not given) | -2% | -1% | -7%
C=CCn1c(SCC(=O)N(C)C2CCS(=O)(=O)C2)nnc1-c1ccncc1 (stereo not given) | 4% | -5% | 7%
CCN(CC)S(=O)(=O)c1ccc(N(C)C)c(NC(=O)CC(NC(C)=O)c2ccccc2)c1 (stereo not given) | -9% | 5% | 8%
COc1cc(NC(=O)c2oc3ccccc3c2C)ccc1NC(=O)c1ccco1 | -15% | -3% | ?
COC(=O)c1ccc(SC)cn1 | 1% | 10% | 6%
O=C(CN1C(=O)C2(OCCCO2)c2ccccc21)NCCc1ccccc1 | 2% | 12% | -5%
Nc1nc(NCCOCCO)nc(N2CCCCCC2)c1[N+](=O)[O-] | -15% | -15% | -19%
O=C(OCC(=O)N1CCCc2ccccc21)c1ccc(S(=O)(=O)C(F)F)cc1 | 0% | -11% | -5%
COCCNC(=O)c1cc(-c2ccc(-c3ccccc3)cc2)nc2ccccc12 | 0% | 2% | -2%
Cc1ccc(C)c(CSc2ccc3nnc(-c4ccccn4)n3n2)c1 | 1% | -2% | -18%
N#CC(C(N)=O)=C1CCCCC1 | 1% | -3% | 11%
CC(C)(C)c1cc(C(=O)C[n+]2ccc(C(=O)NCCCO)cc2)cc(C(C)(C)C)c1O | -7% | -4% | -13%
O=C(Cn1cc(S(=O)(=O)Cc2cccc(Cl)c2)c2ccccc21)Nc1ccccc1Cl | -9% | 18% | nt
COc1ccc(S(=O)(=O)N2Cc3ccccc3CC2C(=O)Nc2ccc(C)cc2C)cc1OC (stereo not given) | -2% | -18% | nt
Cc1ccc(S(=O)(=O)N2CCCc3cc(NS(=O)(=O)c4cc(C)ccc4C)ccc32)cc1 | 2% | -15% | nt

Profiles, quoted from the list. Order of screens: KAT2A inh, FEN1 inhibitor, N370S GC
`CC(C)(C)c1cc(C(=O)C[n+]2ccc(C(=O)NCCCO)cc2)cc(C(C)(C)C)c1O` as listed: -7%, -4%, -13%
`CCN(CC)S(=O)(=O)c1ccc(N(C)C)c(NC(=O)CC(NC(C)=O)c2ccccc2)c1` (stereo not given) as listed: -9%, 5%, 8%
`CC1CCCCN1S(=O)(=O)c1ccc(C(=O)Nc2nnc(-c3ccccn3)o2)cc1` (stereo not given) as listed: -6%, 11%, 4%
`CC(C)CNC(=O)CC(c1ccccc1)c1ccccc1` as listed: 0%, 7%, 10%
`COc1ccccc1N1CCN(C(=O)CNC(=O)Cn2cnc3sc(C)c(C)c3c2=O)CC1` as listed: -4%, 1%, -11%

Following part
| canonical_smiles | KAT2A inh | FEN1 inhibitor | N370S GC |
| --- | --- | --- | --- |
| CCOC(=O)c1c(C)[nH]c(C)c1C(=O)COC(=O)/C=C/c1ccccc1[N+](=O)[O-] | -6% | -11% | nt |
| CN(C)c1cc(-c2ccc([N+](=O)[O-])cc2)oc(=O)c1Cl | -8% | 0% | 11% |
| COc1ccc(C2C(C#N)=C(N)Oc3cc(N)ccc32)cc1OC (stereo not given) | -3% | 2% | 14% |
| C=CCNC(=O)[C@@H]1CSC2c3ccc(OC)c(OC)c3C(=O)N21 (stereo not given in full) | -6% | -5% | -22% |
| Cc1nc(C)n(C(C)CNS(=O)(=O)c2ccc(Cl)cc2)n1 (stereo not given) | -1% | -8% | -3% |
| COc1cccc(C(=O)NCC(=O)OCC(=O)Nc2cc(OC)c([N+](=O)[O-])cc2C)c1 | -9% | -3% | -7% |
| CC1(C(=O)Nc2nnc(SCc3ccccc3)s2)Cc2ccccc2C(=O)O1 (stereo not given) | -6% | 12% | ? |
| CCOC(=O)C1C(=O)CC(C)(O)C(C(=O)OCC)C1c1ccc([N+](=O)[O-])cc1 (stereo not given) | 22% | 12% | 1% |
| Cc1ccc(NC(=O)CSc2nc3c(c(=O)[nH]2)CCC3)cc1Cl | -10% | -13% | nt |
| CC1CCCCC1NC(=S)Nc1cccc(S(=O)(=O)N(C)C)c1 (stereo not given) | 0% | 2% | -2% |

New compounds follow:
| canonical_smiles | KAT2A inh | FEN1 inhibitor | N370S GC |
| --- | --- | --- | --- |
| O=C(Cn1c(CSc2ccccc2)nc2ccccc21)Nc1ccccc1 | -20% | nt | -11% |
| CCCCNC(=O)C(C)N(CCN(C)C)C(=O)CCCN1C(=O)NC(c2ccc(Cl)cc2)C(C(=O)OCc2ccccc2)=C1C (stereo not given) | 0% | 8% | nt |
| O=C1CN2Cc3c(ccc(Cl)c3Cl)N=C2N1 | 10% | -1% | 6% |
| O=C1NN=COc2ccccc21 | 7% | 18% | 4% |
| O=C(CSc1nc2scc(-c3ccccc3)c2c(=O)[nH]1)Nc1ccccc1 | -2% | -4% | 15% |
| CC1CCN(CCOc2ccc(OCc3ccccc3)cc2)CC1 | -1% | -6% | -20% |
| O=C(Nc1ccc(Cl)cc1)C1CCN(C(=O)NC2CCCCC2)CC1 | -9% | 10% | 4% |
| O=C1CCN(CCc2ccccc2)CCN1[C@H](COc1ccccc1)Cc1ccccc1 | -1% | 1%&-3% | -20% |
| O=C(Nc1cccc2ccccc12)C1CCCC1 | -4% | -1% | 0% |
| COc1ccc(C(=O)NCCc2c[nH]c3ccccc23)cc1 | -6% | -8% | -3% |

(cont.)
| canonical_smiles | KAT2A inh | FEN1 inhibitor | N370S GC |
| --- | --- | --- | --- |
| COC(=O)CC1C(=O)NC(C)=C1C(=O)OC (stereo not given) | 71%[activator] | nt | -1% |
| Nc1c(NC2CCCCC2)c2ccccc2oc1=O | -3% | -12% | 10% |
| Cc1cccnc1NC(=O)CCNC(=O)c1ccc(Cl)cc1 | 0% | -4% | -9% |
| O=C(COC(=O)c1cncc(Br)c1)NCc1ccccc1Cl | 1% | 10% | -5% |
| O=C(c1ccco1)N1CCN(S(=O)(=O)c2ccc(S(=O)(=O)NC3CCCCC3)cc2)CC1 | 0% | -4% | -4% |
| COc1ccc(CC(NC(C)=O)C(=O)NC2CCN(C(=O)c3cc(OC)c(OC)c(OC)c3)CC2)cc1 (stereo not given) | 2% | ? | 4% |
| O=C(CCn1cccc(C(F)(F)F)c1=O)Nc1cccc(C(F)(F)F)c1 | -2% | 1% | -2% |
| Cc1ccccc1C(=O)N/N=C1\SCC(=O)N1Cc1ccco1 | 9% | 4% | -13% |
| COc1cc(C(c2c(C)[nH][nH]c2=O)c2c(C)[nH][nH]c2=O)cc(OC)c1OC | -8% | -9% | -4% |
| Cn1cc(CN2CCC(C(=O)N3CCCCC3)CC2)c(-c2ccccc2F)n1 | -1% | -2% | -13% |

Following part:
| canonical_smiles | KAT2A inh | FEN1 inhibitor | N370S GC |
| --- | --- | --- | --- |
| CCc1ccc(NC(=O)C2CCN(S(=O)(=O)c3ccc4[nH]c(=O)ccc4c3)CC2)cc1 | -6% | 16% | -25% |
| CC1(C)C2CC=C(/C=N/NC(=O)c3ccccc3O)C1C2 (stereo not given) | -10% | -4% | 8% |
| Cc1cccc(OCC(=O)Nc2c(C)ccc3nsnc23)c1C | -5% | -1% | nt |
| O=C(c1cn(-c2ccccc2)nc1-c1cccnc1)N1CCN(S(=O)(=O)c2ccccc2F)CC1 | -1% | -3% | nt |
| CCOc1ccc2nc(N3CCN(C(=O)c4ccc5c(c4)CCCC5)CC3)sc2c1 | 5% | 0% | nt |
| Cc1cc(Br)c2c(c1)/C(=C/C(=O)c1cccs1)C(=O)N2 | -3% | -23% | 3% |
| O=C(N/N=C\c1cccs1)c1sccc1-n1cccc1 | -18% | 3% | 3% |
| COc1ccc(NC(=O)C(Cc2ccccc2)n2cccc2)c(OC)c1 (stereo not given) | -9%&-5% | 0%&4% | 7% |
| COCCN(CC(=O)Oc1ccccc1P(=O)(OC)OC)Cc1ccccc1 | -2% | 0% | 5% |
